Screening results as filed in PubChem.
D1 potentiator = enhances dopamine response at the human D1 receptor; AID 504651; HEK293 TREx D1 cells, calcium flux, dopamine EC20 potentiation; 360,000 tested, 0.036% active; potentiation, % at 10 µM; in the data active = potentiation above about 30%; also: 0% is about no effect
D2 PAM = positively modulates the human D2 dopamine receptor allosterically | P14416 | 340,000 tested, 0.34% active | AID 485347 | potentiation, % at 10 µM | HEK293 T-REx D2, calcium flux, EC20 dopamine potentiation;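 active = potentiation over 3 SD above the plate norm, cut at about 30% in these data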; also: 0% is about no effect
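Tetracycline-induced HEK293 T-REx cells force-coupled to calcium signalling expressed D2; compounds were pin-added after a 10 s baseline, read kinetically 180 s, then an EC20 dopamine challenge followed with a further 180 s calcium read.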
GRP78 ERSR act = inducers of ER stress response in human glioma cells | U87-MG GRP78 promoter luciferase reporter, 16 h | Potency, µM, inactives show at the top dose activation, most hits filed as activators | 420,000 tested, 0.02% active | AID 602332; also: potency is read from the fitted curve at half-maximal effect; series mostly up to about 76 µM; % of control where 0% means no effect; nearly all actives have a fitted effect of over 35% in size
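ERSR induction read as luciferase luminescence (Bright-Glo, 10 min at room temperature) in stably transfected human U87-MG glioma cells exposed to compounds for 16 h, using GRP78 as sensor.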
D1 antagonist = human D1 dopamine receptor antagonism | P21728 | HEK293 TREx D1 cells, calcium flux, dopamine EC80; stronger effect = lower value | activity change, negative = inhibition, % at 10 µM | 360,000 tested, 3.2% active; in the data active = activity change below about -30%; also: % is scaled to controls: 0 for no effect and ±100 for the full control effect
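Compound effects on dopamine-evoked calcium signalling were measured in tetracycline-induced HEK293 Trex D1 cells. Dopamine at EC80 followed a 180 s compound pre-read, and fluorescence was tracked kinetically for 180 s more.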
RXFP1 antagonist = antagonists of human relaxin receptor RXFP1. HEK293-RXFP1, relaxin-stimulated cAMP HTRF, 30 min; stronger effect = lower value. activity change, negative = inhibition, % at 57.5 µM. AID 1259400. 350,000 tested, 0.59% active;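 active = activity change of -60% or lower, but not beyond a set lower limit; inconclusive = change between -60% and -40%, or beyond the set limit; inactive = change above -40%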; also: % is scaled to controls: 0 for no effect and ±100 for the full control effect
Target sequence (Q9HBX9 whole entry, looked up): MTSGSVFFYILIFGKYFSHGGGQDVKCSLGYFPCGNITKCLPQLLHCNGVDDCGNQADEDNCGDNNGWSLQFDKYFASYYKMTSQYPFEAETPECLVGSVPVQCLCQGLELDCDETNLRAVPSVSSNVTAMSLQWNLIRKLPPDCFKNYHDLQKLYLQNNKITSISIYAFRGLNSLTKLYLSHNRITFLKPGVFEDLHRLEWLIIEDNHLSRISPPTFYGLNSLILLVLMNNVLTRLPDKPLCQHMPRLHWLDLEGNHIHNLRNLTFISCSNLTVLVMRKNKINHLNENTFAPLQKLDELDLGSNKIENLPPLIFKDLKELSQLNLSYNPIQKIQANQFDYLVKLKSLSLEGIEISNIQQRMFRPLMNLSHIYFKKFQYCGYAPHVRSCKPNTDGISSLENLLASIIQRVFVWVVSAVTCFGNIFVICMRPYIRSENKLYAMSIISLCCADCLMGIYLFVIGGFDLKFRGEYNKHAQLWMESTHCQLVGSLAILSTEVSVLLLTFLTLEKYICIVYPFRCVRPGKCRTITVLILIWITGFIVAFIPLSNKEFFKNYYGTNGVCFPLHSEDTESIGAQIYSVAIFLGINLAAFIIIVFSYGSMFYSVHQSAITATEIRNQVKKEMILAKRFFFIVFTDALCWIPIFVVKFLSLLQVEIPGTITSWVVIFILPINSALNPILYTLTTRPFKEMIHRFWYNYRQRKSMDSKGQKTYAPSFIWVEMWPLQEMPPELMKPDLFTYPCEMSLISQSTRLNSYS
Vif-APOBEC3F blk = inhibitors of Vif-A3F interaction | HeLa A3F-eYFP + Vif (tagged APOBEC3F with the HIV-1 protein that degrades it), YFP fluorescence increase | Potency, µM (series often up to 46.1 µM), for the others: at the highest dose activity, negative = active | 390,000 tested, 0.2% active; also: potency is read from the fitted curve at half-maximal effect; % of control where 0% means no effect; nearly all actives have a fitted effect of over 65% in size
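HeLa cells stably expressing Vif plus C-terminally eYFP-tagged A3F were seeded, incubated overnight at 37 deg C, dosed with compound, incubated overnight again at 37 deg C. Yellow fluorescence (Ex 488/Em 500-530) reported blocked Vif-mediated A3F-eYFP degradation.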
RXFP1 ag = activates the human relaxin receptor RXFP1. HEK293T-RXFP1 cAMP TR-FRET, 30 min; response scale: percent of porcine relaxin response, buffer zero. 370,000 tested, 0.3% active. AID 2676. Potency, µM (titrated, usually from 57.5 µM), inactives show top-dose activation, usual class: activators. Q9HBX9; also: potency is read from the fitted curve at half-maximal effect; % is scaled to controls: 0 for no effect and ±100 for the full control effect; nearly all actives have a fitted effect of over 60% in size; many of its hits are not listed in these tables
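HEK293T cells stably expressing RXFP1 were pretreated with the PDE4 inhibitor Ro 20174, exposed to compounds for 30 min at 37C, lysed, and cAMP was read by TR-FRET. Data normalized to buffer (basal) and 29 nM porcine relaxin (100%).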
D1 ag = human D1 receptor agonism; P21728; HEK293 T-REx D1 cells, calcium flux, agonist mode; activation, % at 2 µM; 360,000 tested, 1% active; in the data active = activation above about 30%; also: 0% is about no effect
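Agonism was scored from calcium flux recorded over 180 s (1 read/s) after pintool compound addition, following a 10-cycle baseline. Cells were inducible force-coupled HEK293 TREx D1, plated overnight at 30 C and loaded with no-wash calcium dye.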
Vif-A3G inh = inhibitors of Vif-APOBEC3G interaction. Potency, µM (top dose mostly 46.1 µM), inactives show at the highest dose activity, negative = active, actives largely listed as inhibitors. 410,000 tested, 0.076% active. Q9HC16. HeLa A3G-eYFP + Vif (tagged APOBEC3G with the HIV-1 protein that degrades it), YFP fluorescence, overnight;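 also: potency is read from the fitted curve at half-maximal effect; % is scaled to controls: 0 for no effect and ±100 for the full control effect; nearly all actives have a fitted effect of over 60% in size; hits raise eYFP signal because A3G escapes Vif-driven loss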
Target sequence (Q9HC16 whole entry, looked up): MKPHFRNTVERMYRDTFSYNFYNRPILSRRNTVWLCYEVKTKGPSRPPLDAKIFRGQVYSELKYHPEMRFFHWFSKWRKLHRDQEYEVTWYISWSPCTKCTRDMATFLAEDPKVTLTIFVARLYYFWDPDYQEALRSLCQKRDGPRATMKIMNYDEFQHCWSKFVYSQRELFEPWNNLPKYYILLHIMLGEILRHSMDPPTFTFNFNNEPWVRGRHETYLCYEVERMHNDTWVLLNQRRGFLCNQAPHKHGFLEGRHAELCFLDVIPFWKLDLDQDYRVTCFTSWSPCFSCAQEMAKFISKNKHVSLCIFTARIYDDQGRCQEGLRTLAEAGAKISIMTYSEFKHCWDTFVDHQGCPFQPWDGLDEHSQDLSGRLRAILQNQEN
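Read-out is eYFP fluorescence (Ex 488/Em 500-530) from Vif-expressing HeLa A3G-eYFP cells; more signal means A3G escaped Vif-mediated degradation. Cells plated overnight, compound pinned in, incubated overnight at 37 deg C.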
An asterisk follows results filed as active; ? = inconclusive; / = not tested or not shown; & = joins results of further samples. Unless noted, calls follow the shape of the dose curve; as a rule, active = well fitted curve in the direction sought with a large enough effect; inconclusive = small, poorly fitted or top-dose-only effect, or another doubt; inactive = no such curve, though single readings can be large; an effect the other way counts as inactive or inconclusive. Not all compounds are listed; count on the stated rates, not on these rows.

item | SMILES | RXFP1 ag | Vif-APOBEC3F blk | D1 ag | D2 PAM | D1 antagonist | D1 potentiator | RXFP1 antagonist | GRP78 ERSR act | Vif-A3G inh
1 | Cc1ccccc1Cc1c(C)nc2c(-c3ccccc3)c(C)[nH]n2c1=O | -1.1% | -10% | 12 | -14 | 10 | -2 | / | -3% | -13%
2 | Cc1cccc2c1NC(=O)/C2=C\C(=O)c1cccs1 | 0.5% | 3% | 0 | 10 | -5 | -2 | -92* | -10% | -28%
3 | CNc1c2c(nn1C)CCCC2 | 2.8%&-1.0% | 11%&2% | 4&0 | -12&6 | 3&-14 | 0&-2 | 5&-3 | 0%&-4%&-1% | 1%&0%
4 | CCn1cc(C(=O)O)c(=O)c2cc(F)c(N3CCNCC3)nc21 | / | 1% | / | / | / | / | 3 | 0%&-7%&-4% | 2%
5 | NC(N)=NC(=O)Cc1c(Cl)cccc1Cl | -0.6% | -3% | 1 | -2 | 34 | 0 | 12 | -4%&-3%&-5%&-3%&-3% | -1%
6 | Cc1ccc(Nc2nc3ccccc3c3nnc(C)n23)c(C)c1 | 4.1% | 7% | 5 | 7 | 13 | 5 | -10 | -4% | -2%
7 | Cc1ccc(NC(=O)Cn2c(=O)n(CCC(=O)N3CCc4ccccc4C3)c(=O)c3ccccc32)c(C)c1 | 5.4% | -5% | 0 | / | 11 | 0 | / | -2% | -7%
8 | O=C1Cc2c([nH]c3ccc([N+](=O)[O-])cc23)-c2ccccc2N1 | / | -31% | / | / | / | / | -3 | -3% | -10%
9 | COc1ccc2ccc(=O)oc2c1 | 0.6% | 2% | -1 | -5 | 10 | -4 | / | -2%&1% | 0%
10 | CC1OC(CC(=O)O)CC2=C1C(=O)c1c(O)cccc1C2=O (centres undefined) | / | -10% | / | / | / | / | -63* | -14% | 3%
11 | CC12CCC(=O)C=C1CCC1C2CCC2(C)C1CC[C@]2(O)C(=O)CO (some centres undefined) | -1.7% | 7% | 8 | -6 | -1 | -4 | -4 | -5% | -3%
12 | COc1ccc(CNC(=O)Nc2ccc3c(c2)N(C)C(=O)c2ccccc2S3)cc1OC | ? | 0% | 3 | -1 | 4 | -3 | 9 | -4% | 2%
13 | COc1c(O)cc2c(c1O)[C@@H]1O[C@H](CO)[C@@H](O)[C@H](O)C1OC2=O (some centres undefined) | 0.3% | 5% | 1 | -3 | 8 | 0 | 5 | -3% | 1%
14 | Cc1cccc(C)c1NC(=O)C1CCCCN1C (centres undefined) | -1.8% | 8% | 1 | -6 | 12 | 2 | / | 1%&-5% | -3%
15 | Cn1c(=O)c2c(ncn2CCO)n(C)c1=O | 22% | 0% | -1 | 6 | 10 | -2 | 64 | 0%&-1%&-3%&1% | 0%
16 | CCC(Sc1nc2ccccc2c2nc(CCn3cncc3C)nn12)C(=O)Nc1cccc(OC)c1 (centres undefined) | 1.1% | 1% | 2 | 7 | 22 | 1 | -6 | -4% | -4%
17 | C[C@H]1c2cccc(O)c2C(O)=C2C(=O)[C@]3(O)C(O)=C(C(N)=O)C(=O)[C@@H](N(C)C)C3[C@@H](O)C21 (some centres undefined) | 0.8% | 2% | -2 | -5 | 5 | -3 | / | -2% | -2%
18 | COc1ccc(/C=N/NC(=O)c2ccncc2)cc1OC | -2.0% | 2% | 2 | 3 | 16 | 1 | -1&9 | -3%&-3% | 1%
19 | NNC(=O)CP(=O)(c1ccccc1)c1ccccc1 | -2.7% | 0% | -1 | 1 | 10 | -7 | -4 | 0%&-5% | 3%
20 | Cc1cc(C)cc(OCC2CNC(=O)O2)c1 (centres undefined) | / | -1% | / | / | / | / | -1&8 | -4%&-4% | 0%
21 | Cc1[nH]c2ccccc2c1/C=N/NC(N)=S | 7.0% | 15% | 2 | -5 | -6 | -2 | -21 | -1% | 1%
22 | CCOc1ccc(NC(=O)Cn2cc(C(=O)c3cccs3)c3ccccc32)cc1 | -1.0% | 2% | 2 | -8 | -7 | -5 | -15 | -1% | -2%
23 | Cc1ccccc1C(=O)Nc1cccc(-c2nc3cccnc3s2)c1 | -5.4% | 1% | -1 | 0 | -22 | 1 | 14 | -4% | -15%
24 | COc1ccc(CN2CCN(C(c3ccc(F)cc3)c3ccc(F)cc3)CC2)c(OC)c1OC | / | -1% | / | / | / | / | -106* | -5%&-5% | -6%
25 | COC(c1ccccc1)(c1ccccc1)C(Oc1nc(C)cc(C)n1)C(=O)O (centres undefined) | 4.0% | 0% | 5 | -5 | -3 | 0 | -15 | -8%&0% | 1%
26 | C[C@@H]1C[C@H]2[C@@H]3C[C@H](F)C4=CC(=O)C=C[C@]4(C)[C@@]3(F)[C@@H](O)C[C@]2(C)[C@@]1(O)C(=O)COC(=O)C(C)(C)C | 2.9% | 0% | 5 | -6 | -7 | 5 | / | -4%&-4% | 3%
27 | O=c1cc(-c2ccc(O)cc2)oc2cc(O[C@@H]3O[C@H](CO)[C@@H](O)[C@H](O)[C@H]3O[C@@H]3OC[C@](O)(CO)[C@H]3O)cc(O)c12 | -0.7% | -12% | 1 | 6 | -15 | 0 | / | -2% | 0%
28 | C=C1c2cccc(O)c2C(O)=C2C(=O)[C@]3(O)C(O)=C(C(N)=O)C(=O)[C@@H](N(C)C)[C@@H]3[C@@H](O)[C@H]12 | -0.9% | -1% | 4 | 1 | -14 | -2 | -70* | -4% | 1%
29 | CN(C)CCOc1ccccc1Cc1ccccc1 | 1.7% | 9% | 17 | -29 | -18 | -5 | -5 | 0%&-5% | 0%
30 | Cc1cccc(NC(c2ccccc2F)c2ccc3ccc(C)nc3c2O)n1 (centres undefined) | -0.3% | -10% | 1 | 3 | 7 | -3 | 5 | -4% | 1%
31 | Cc1cccc2nc(-c3ccccn3)c(Nc3ccccc3)n12 | 2.3% | 3% | 0 | -18 | -3 | 2 | 1 | -7% | 5%
32 | CCCCOc1ccc(CC(=O)NO)cc1 | 4.5% | 2% | 0 | / | -11 | -2 | 37 | 2%&3%&0% | -2%
33 | CC(=O)Nc1ccccc1 | / | -3% | / | / | / | / | -3 | -1%&-2%&-2% | 0%
34 | C/C=C(/C)C(=O)O[C@@H]1c2cc(OC)c(OC)c(OC)c2-c2c(cc3c(c2OC)OCO3)C[C@H](C)[C@]1(C)O | -0.7% | -5% | 0 | 11 | -26 | -4 | / | -2% | 1%
35 | O=C(O)CNC(=O)c1ccccc1 | 2.2% | -4% | 3 | 9 | -34* | 2 | 4 | 1%&-6% | 1%
36 | CCOC(=O)NNc1nncc2ccccc12 | 0.0% | 2% | -1 | -4 | 8 | -2 | -19 | -1%&-2%&-4%&-1% | 1%
37 | Cc1ccnc(NC(c2cccc(O)c2)c2ccc3ccc(C)nc3c2O)c1 (centres undefined) | 3.5% | -5% | -1 | 4 | -6 | -1 | ? | -2% | -2%
38 | COc1cc([C@H]2Oc3cc([C@H]4Oc5cc(O)cc(O)c5C(=O)[C@@H]4O)ccc3O[C@@H]2CO)ccc1O | 3.0% | -12% | 0 | 2 | 3 | 0 | -21 | -2%&-3% | -18%
39 | O=C(Nc1ccc(C(=O)O)c(O)c1)c1ccccc1 | 1.6% | 0% | 2 | -3 | -15 | -1 | 11&-9 | -9%&1% | -8%
40 | C/C=C(/C)C(=O)OC1c2c(ccc3ccc(=O)oc23)OC(C)(C)C1OC(=O)/C(C)=C\C (centres undefined) | 3.3% | 3% | 2 | 0 | 16 | -1 | / | -2% | -8%
41 | CCCCC1C(=O)N(c2ccccc2)N(c2ccccc2)C1=O | -2.2% | -4% | 3 | 7 | 13 | 4 | 3 | -3%&-2%&-5%&1%&0% | -6%
42 | Nc1c2c(nc3ccccc13)CCCC2O (centres undefined) | / | 2% | / | / | / | / | -11 | -3%&-7%&1%&-3% | -2%
43 | COc1ccc2nc(NC(=O)Nc3ccccc3)sc2c1 | -1.4% | -1% | 15 | -4 | -8 | -6 | -18 | -6%&-7% | 0%

Arranged by molecular weight (low to high): twelve of the compounds above.
item | SMILES | RXFP1 ag | Vif-APOBEC3F blk | D1 ag | D2 PAM | D1 antagonist | D1 potentiator | RXFP1 antagonist | GRP78 ERSR act | Vif-A3G inh
33 | CC(=O)Nc1ccccc1 | / | -3% | / | / | / | / | -3 | -1%&-2%&-2% | 0%
35 | O=C(O)CNC(=O)c1ccccc1 | 2.2% | -4% | 3 | 9 | -34* | 2 | 4 | 1%&-6% | 1%
36 | CCOC(=O)NNc1nncc2ccccc12 | 0.0% | 2% | -1 | -4 | 8 | -2 | -19 | -1%&-2%&-4%&-1% | 1%
29 | CN(C)CCOc1ccccc1Cc1ccccc1 | 1.7% | 9% | 17 | -29 | -18 | -5 | -5 | 0%&-5% | 0%
31 | Cc1cccc2nc(-c3ccccn3)c(Nc3ccccc3)n12 | 2.3% | 3% | 0 | -18 | -3 | 2 | 1 | -7% | 5%
41 | CCCCC1C(=O)N(c2ccccc2)N(c2ccccc2)C1=O | -2.2% | -4% | 3 | 7 | 13 | 4 | 3 | -3%&-2%&-5%&1%&0% | -6%
30 | Cc1cccc(NC(c2ccccc2F)c2ccc3ccc(C)nc3c2O)n1 (centres undefined) | -0.3% | -10% | 1 | 3 | 7 | -3 | 5 | -4% | 1%
40 | C/C=C(/C)C(=O)OC1c2c(ccc3ccc(=O)oc23)OC(C)(C)C1OC(=O)/C(C)=C\C (centres undefined) | 3.3% | 3% | 2 | 0 | 16 | -1 | / | -2% | -8%
28 | C=C1c2cccc(O)c2C(O)=C2C(=O)[C@]3(O)C(O)=C(C(N)=O)C(=O)[C@@H](N(C)C)[C@@H]3[C@@H](O)[C@H]12 | -0.9% | -1% | 4 | 1 | -14 | -2 | -70* | -4% | 1%
38 | COc1cc([C@H]2Oc3cc([C@H]4Oc5cc(O)cc(O)c5C(=O)[C@@H]4O)ccc3O[C@@H]2CO)ccc1O | 3.0% | -12% | 0 | 2 | 3 | 0 | -21 | -2%&-3% | -18%
34 | C/C=C(/C)C(=O)O[C@@H]1c2cc(OC)c(OC)c(OC)c2-c2c(cc3c(c2OC)OCO3)C[C@H](C)[C@]1(C)O | -0.7% | -5% | 0 | 11 | -26 | -4 | / | -2% | 1%
27 | O=c1cc(-c2ccc(O)cc2)oc2cc(O[C@@H]3O[C@H](CO)[C@@H](O)[C@H](O)[C@H]3O[C@@H]3OC[C@](O)(CO)[C@H]3O)cc(O)c12 | -0.7% | -12% | 1 | 6 | -15 | 0 | / | -2% | 0%
